GLD-1 RNA inh: GLD-1/TGE RNA complex disruptors, primary screen, biochemical, fluorescence polarization; hit rate 0.44% among 320,000; inhibition, % at 5.96 µM; AID 2280, 2010; Female germline-specific tumor suppressor gld-1 (Caenorhabditis elegans), Q17339; purified GLD-1 + fluorescein TGE RNA;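 active means percent inhibition above a per-plate cutoff, the plate mean of test compounds plus 3 SD, cut at about 30% in these data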;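 further: 0% = DMSO wells with GLD-1 and probe and 100% = wells lacking GLD-1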
AGP1 TOR yeast: modulators of AGP1-GFP expression in yeast TOR pathway, primary screen, cell-based, multiplex flow cytometry, S. cerevisiae, MLPCN library | 3 h; GFP as percent of DMSO wells | hit rate 0.02% among 320,000 | GFP response vs DMSO, % at 10 µM | AID 2066, 2009;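 active means GFP response relative to DMSO above a set limit, near screen average plus 3 SD, cut at about 150% in these data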;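 further: median GFP channel fluorescence of the gated AGP1 strain per well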
MEX-5 binding: MEX-5 zinc finger RNA-binding disruptors – biochemical, C. elegans, fluorescence polarization, MLPCN library, primary screen. AID 1832, 2009. MEX-5/FITC-TCR2 RNA binding; stronger effect = lower value. activity score (negative = inhibition of binding), % at 10 µM. hit rate 0.38% among 300,000. Zinc finger protein mex-5 (Caenorhabditis elegans), Q9XUB2;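 active means inhibition past about -25% in most replicates, and total fluorescence under double the plate's negative control median, limit read from the data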;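 further: 0% = DMSO and -100% = 5 µM competing unlabeled TCR2 RNA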
GRK2 inh: compounds blocking aptamer binding on GRK2 – biochemical, human GRK2, bead flow cytometry, HTS, primary screen | FAM-aptamer displacement from GRK2 | inhibition of aptamer binding, % at 10 µM | hit rate 0.59% among 330,000;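 active means inhibition of aptamer binding above 40%, roughly 3 SD of noise, on plates passing a quality check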;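 further: median bead fluorescence of bound FAM aptamer so fluorescent compounds give negative values; no value below 0 was filed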
VLA-4 inh: inhibition in human VLA-4 binding assay, primary screen, VLA-4 allosteric modulator project, MLPCN library, flow cytometry, VLA-4 expressing cells; AID 2557, 2010; inhibition, % (about 7 µM as worked out from the volumes in the protocol); hit rate 0.2% among 330,000; Integrin alpha-4 (Homo sapiens), P13612; ligand binding flow cytometry; in the data active means inhibition above about 50%
Target sequence (P13612 whole entry, looked up): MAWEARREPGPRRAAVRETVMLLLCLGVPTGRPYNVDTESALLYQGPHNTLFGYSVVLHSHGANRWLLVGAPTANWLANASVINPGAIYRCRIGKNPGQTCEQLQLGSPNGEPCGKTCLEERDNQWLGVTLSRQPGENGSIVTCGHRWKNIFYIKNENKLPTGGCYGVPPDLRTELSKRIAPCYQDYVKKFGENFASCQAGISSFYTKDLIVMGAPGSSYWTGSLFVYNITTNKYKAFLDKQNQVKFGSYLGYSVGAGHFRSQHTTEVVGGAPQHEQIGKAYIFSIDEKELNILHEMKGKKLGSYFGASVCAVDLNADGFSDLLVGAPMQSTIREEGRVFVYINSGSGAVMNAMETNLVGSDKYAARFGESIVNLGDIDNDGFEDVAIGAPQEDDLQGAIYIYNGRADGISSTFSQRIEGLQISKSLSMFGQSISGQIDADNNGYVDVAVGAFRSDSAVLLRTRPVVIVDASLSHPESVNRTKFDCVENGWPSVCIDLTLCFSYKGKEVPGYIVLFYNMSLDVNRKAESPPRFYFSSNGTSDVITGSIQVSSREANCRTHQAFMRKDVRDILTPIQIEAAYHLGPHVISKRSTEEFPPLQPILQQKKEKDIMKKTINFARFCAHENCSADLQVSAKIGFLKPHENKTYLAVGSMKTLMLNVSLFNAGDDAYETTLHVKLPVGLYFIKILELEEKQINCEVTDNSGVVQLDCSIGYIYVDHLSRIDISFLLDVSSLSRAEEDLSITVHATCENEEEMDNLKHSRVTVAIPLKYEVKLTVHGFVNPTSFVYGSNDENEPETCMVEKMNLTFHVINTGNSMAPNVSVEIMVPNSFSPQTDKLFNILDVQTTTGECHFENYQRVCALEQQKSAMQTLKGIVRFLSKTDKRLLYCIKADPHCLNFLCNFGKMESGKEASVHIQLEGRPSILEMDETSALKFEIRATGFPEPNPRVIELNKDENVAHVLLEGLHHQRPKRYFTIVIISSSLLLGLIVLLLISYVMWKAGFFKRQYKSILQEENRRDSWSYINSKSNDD
MCL1 BIM primary: inhibitors of MCL1 binding to BIM-BH3, primary screen, biochemical, fluorescence polarization; Induced myeloid leukemia cell differentiation protein Mcl-1 (Homo sapiens), Q07820; GST-MCL1 / FITC-Bim-BH3 fluorescence polarization; inhibition, % at 10.9 µM; hit rate 0.68% among 320,000; AID 2057, 2009;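 active means inhibition above the mean inhibition of all tested compounds plus 3 SD, set per campaign, cut at about 40% in these data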;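 further: 0% = DMSO wells and 100% = unlabeled Bim-BH3 peptide control; higher means more loss of mP so more displacement of Bim peptide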
Fam108B inh: mouse Fam108B serine hydrolase inhibitors, primary screen, counter-screen for RBBP9 inhibitor project, biochemical, fluorescence polarization; recombinant Fam108B, FP-Rh probe fluorescence polarization; inhibition, % at 9.51 µM; hit rate 0.33% among 300,000; AID 1947, 2009;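 active means inhibition above the screen mean inhibition plus 3 SD, computed separately per campaign, cut at about 18% in these data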;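 further: inhibitors lower polarization as less probe binds the enzyme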
CIT2-GFP yeast: modulators of CIT2-GFP expression in yeast, primary screen, S. cerevisiae, GFP fusion, multiplex flow cytometry, MLPCN library; S. cerevisiae CIT2-GFP strain, 3 h; 100 means same as DMSO wells; GFP response vs DMSO, % at 10 µM; hit rate 0.065% among 320,000; AID 2029, 2009;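 active means GFP response relative to DMSO above a set limit, near the screen mean plus 3 SD, cut at about 150% in these data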;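 further: ratio of well median GFP fluorescence to mean of DMSO wells on the plate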
Bcl-xL primary: inhibitors of human Bcl-xL, primary screen, biochemical, fluorescence polarization, HTS | GST-Bcl-xL / FITC-Bim BH3 peptide fluorescence polarization | inhibition, % at 10.9 µM | hit rate 0.7% among 320,000;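 active means inhibition above the mean of all tested compounds plus 3 SD, cutoff set per campaign, cut at about 30% in these data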;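 further: 0% = DMSO wells and 100% = unlabeled Bim-BH3 peptide competitor; inhibitors lower millipolarization by displacing the labeled peptide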
* marks the source's active call; other numbers are inactive results; / = no result given; [ ] = dose if it differs, or a comment.

structure	VLA-4 inh	MCL1 BIM primary	MEX-5 binding	Bcl-xL primary	GLD-1 RNA inh	GRK2 inh	AGP1 TOR yeast	CIT2-GFP yeast	Fam108B inh
O=C(/C=C/c1ccco1)Nc1ccc2nc3n(c(=O)c2c1)CCCC3	-5	-5	-1.3	2	-7	0	104	103	8
CCCCNc1ncnc2sc3c(c12)CCN(CCC)C3	-7	-3	3.5	3	-7	0	97	95	-4
Cc1cccc(NC(=O)c2ccc3c(c2)OCCO3)n1	8	-8	-0.3	-3	0	4	89	97	2
NS(=O)(=O)c1ccc(NC(=O)CCc2ccccc2)cc1	-5	-4	0.5	2	4	4	111	108	2
COc1ccc(C2CC(=O)N3CN(c4ccc(C)c(Cl)c4)CSC3=C2C#N)cc1 (stereo unspecified)	-9	-5	2.3	-13	3	1	106	124	-1
O=C(Nc1nc2c(F)cc(F)cc2s1)c1ccc([N+](=O)[O-])o1	-28	7	-0.5	10	5	1	104	120	2
O=C(Nc1ccccc1)/C(=C1\CCCN1)[N+](=O)[O-]	12	9	2.1	0	-1	0	102	98	-6
Nc1[nH]c2cc([N+](=O)[O-])ccc2c1-c1ccccn1	-208	-88	-0.9	-25	-35	1	91	93	2
Cc1ccc(C(=O)Nc2ncc([N+](=O)[O-])s2)cc1	-5	5	-2.4	-5	-4	3	97	92	5
COc1ccc(C)cc1NC(=S)Nc1ccccc1SC	-3	10	-0.2	4	-7	0	105	77	4
COc1ccccc1C1=NOC(Cn2c(=O)c3c(ncn3C)n(C)c2=O)C1 (stereo unspecified)	18	3	-1.9	5	-2	0	100	103	0
Cc1ccc(C)c(NC(=O)c2ccccc2NS(=O)(=O)c2cc([N+](=O)[O-])ccc2C)c1	8	-7	0.6	0	-1	0	92	95	-3
COc1ccc(CCNC(=O)N2c3ccccc3Sc3ccccc32)cc1	0	0	2.8	3	5	0	96	91	-3
COc1cc(SC)ccc1C(=O)Nc1ncc(C)s1	-19	7	-4.6	3	21	3	87	81	-2
COCCCn1c(=O)c2sccc2n(Cc2ccccc2)c1=O	10	3	0.7	6	-5	1	88	89	1
O=C(/C=C/c1ccccn1)c1cc(Br)ccc1O	22	1	1.5	-2	-1	0	67	57	4
Cc1cccc(Cn2cnc3ccccc32)c1	-14	2	0.2	3	0	1	96	84	0
CS(=O)(=O)c1ccc2nc(NC(=O)c3ccc(Cl)cc3)sc2c1	-6	0	-2.0	8	9	1	105	101	-3
CC(C)NC(=O)CCN1C(=O)c2ccccc2Sc2ncccc21	-4	-3	-0.8	3	-2	0	93	103	-2
CC(=O)c1cc(C(=O)N2CCc3c([nH]c4ccccc34)C2CC(C)C)[nH]n1 (stereo unspecified)	2	-5	-2.5	-2	9	0	105	105	-1
Cc1cccc(C(C(=O)NC2CCCCC2)N(C(=O)c2csnn2)C2CC2)c1 (stereo unspecified)	-6	10	-0.2	8	0	1	104	103	-1
Cc1cc(NC(=O)CSc2nc(-c3cccnc3)ccc2C#N)no1	4	-3	2.1	-2	-5	0	97	99	0
CC(Sc1nc2ccccc2[nH]1)C(=O)NC1CCCCC1C (stereo unspecified)	12	-3	-0.1	-2	3	3	100	115	-2
CCOC(=O)C1CCN(c2cc(=O)n(-c3ccccc3Cl)c(=O)[nH]2)CC1	6	-2	-1.3	1	4	0	103	102	0
NC(=O)COC(=O)c1cc(=O)[nH]c2ccccc12	24	4	3.5	4	1	0	109	109	4
CCCc1cc(=O)n2[nH]c(C)c(-c3ccc(OC)cc3)c2n1	8	6	0.9	3	3	0	101	109	2
Cc1cccc(/C(N)=N/OC(=O)CCCN2C(=O)c3ccccc3C2=O)c1	-1	5	-1.6	10	2	0	101	104	2
COC(=O)Cn1ncc(N2CC(C)OC(C)C2)c(Cl)c1=O (stereo unspecified)	-1	2	-1.4	2	-3	3	87	101	2
CC(C)CN(C(=O)COC(=O)CNC(=O)c1ccc(Cl)cc1)C1CCS(=O)(=O)C1 (stereo unspecified)	3	-6	-2.1	-1	-3	0	108	106	1
CN(C)CCCN(C(=O)c1ccc(S(=O)(=O)N2CCOCC2)cc1)c1nc2ccc(F)cc2s1	0	-2	0.5	2	2	0	84[may fluoresce red]	113[may fluoresce red]	-3
Cc1ccc(NC(=O)N2CCC(C(=O)Nc3ccc(C)cc3C)CC2)cc1	15	7	-1.0	2	5	1	99	/	3
O=C(NCc1ccc2c(c1)OCO2)c1cnc2n(c1=O)CCS2	27	4	0.1	4	6	3	102	97	2
CCCc1ccc(-c2ccc(-c3noc(-c4ccncc4)n3)cc2)nc1	-4	3	-3.9	-3	3	0	95	95	6
CCn1c(Cc2ccccc2)nnc1SCC(=O)NC(C)(C)C	6	-8	0.2	-7	8	0	/	90	-5
CCOCCCNCc1ccc(Cl)cc1	29	-2	-1.1	-1	7	0	96	101	4
O=C(O)c1cnn2c(-c3ccc(F)cc3)ccnc12	-8	6	-0.4	8	4	2	107	108	-3
O=C(/C=C/c1ccco1)N(Cc1cccc(Cl)c1)C1CCS(=O)(=O)C1 (stereo unspecified)	11	10	-2.3	9	7	0	103	91	-3
CCOc1ccc(NC(=O)c2cccc3c2C(=O)N(CCOC)C3)cc1	26	12	-0.3	-2	2	0	90	94	2
CCN(C(=O)COC(=O)c1cc(S(=O)(=O)N2CCOCC2)ccc1F)C1CCS(=O)(=O)C1 (stereo unspecified)	17	4	-0.8	2	-3	0	102	101	0
COc1ccc(N(CCC(=O)NCCc2ccccc2)S(=O)(=O)c2ccc(C)cc2C)cc1	5	10	/	5	1	0	88	85	/
Cn1c(C2CCCN2C(=O)OC(C)(C)C)n[nH]c1=S (stereo unspecified)	-2	3	-1.5	1	-1	2	98	98	-1
COc1ccc(CNCCCC(=O)Nc2c(Cl)ccc(C)c2Cl)cc1OC	8	-1	-1.2	-3	-1	0	107	103	-1
O=C(Nc1cccnc1)c1ccccc1-c1nc(-c2ccccc2F)no1	2	-4	1.4	2	3	0	104	110	-3
Cc1cccc(C(=O)NCCCNC(=O)c2ccccn2)c1	-4	3	0.1	2	3	2	101	106	4
CCOc1ccc(C(=O)NNC(=O)C2CC(=O)N(c3ccc(C)cc3)C2)cc1 (stereo unspecified)	4	-4	1.8	-7	7	0	100	95	6
O=C(Nc1nc2ccccc2[nH]1)Nc1ccccc1F	1	4	0.7	3	8	0	100	106	-2
CCNC(=O)CN1C(=O)NC2(CCOc3ccccc32)C1=O (stereo unspecified)	1	-3	1.2	0	7	2	103	99	-2
Cc1c(CC(=O)NCCCC(=O)O)c(=O)oc2c(C)c3oc4c(c3cc12)CCCC4	10	1	-1.4	4	-6	0	100	97	-2
Cc1ccccc1C(=O)Nc1cc(S(=O)(=O)N2CCCCC2)ccc1N1CCN(C)CC1	-15	2	1.0	0	-7	0	103	99	-1
O=C(CCCCCN1C(=O)[C@@H]2Cc3ccccc3CN2C1=O)NCCc1ccccc1	24	3	-0.3	2	-6	1	104	103	2

More entries follow.
structure	VLA-4 inh	MCL1 BIM primary	MEX-5 binding	Bcl-xL primary	GLD-1 RNA inh	GRK2 inh	AGP1 TOR yeast	CIT2-GFP yeast	Fam108B inh
Cc1nc2ccc(C(=O)Nc3cccc([N+](=O)[O-])c3)cc2s1	13	3	-1.0	6	1	1	/	92	3
Cc1cc[n+](-c2nc([O-])sc2/C=N/Nc2ccc([N+](=O)[O-])cc2)cc1	-41	25	0.5	19	8	6	96	104	3
COc1cccc(CC(=S)N2CCOCC2)c1	-178	8	0.3	10	1	0	97	103	-2
CN(C)c1ccc(C(O)P(=O)(OCc2ccccc2)c2ccc(N(C)C)cc2)cc1 (stereo unspecified)	-2	13	-1.4	7	0	1	108	100	1
COc1cc(/C=C/C(=O)OCC(=O)NC(=O)NC2CCCCC2)ccc1OC(F)F	-6	9	1.0	0	1	0	105[may fluoresce green]	118[may fluoresce green]	2
Cc1cc(O)cc2c(=O)c3ccccc3sc12	-8	2	0.8	7	-1	0	94	77	-3
Cc1ccc(NC(=S)NNC(=O)c2ccco2)cc1	4	4	-0.8	3	4	0	103	105	-1
C=CCN1C(=O)c2ccc(C(=O)N(C)CC(=O)Nc3cccc(F)c3)cc2C1=O	8	0	0.1	0	2	2	84	93	3
COc1cc(NC(=O)c2ccc(Br)o2)c(C(=O)O)cc1OC	0	-3	-1.5	3	10	23	106	108	-3
CC(C(=O)N1CC2(C)CC1CC(C)(C)C2)N1C(=O)c2ccccc2C1=O (stereo unspecified)	13	2	0.5	6	3	1	85	85	0
Cc1nn(C(=O)c2ccco2)c(C)c1Sc1ccc([N+](=O)[O-])cc1	5	2	-0.6	8	5	1	98	97	-1
COc1ccc(-c2nn(-c3ccccc3)cc2C(=O)N2CCN(S(=O)(=O)c3cccc(F)c3)CC2)cc1	5	-8	1.9	-4	5	2	106	95	-3
C=CCOc1c(Cl)cc(CNn2cn[nH]c2=S)cc1OC	9	-24	-0.1	-14	1	0	92	79	0
Cc1cc(C)nc(SCC(=O)NC2=NC(=O)C(C)S2)n1 (stereo unspecified)	-4	16	-1.4	8	6	0	104	103	-3
O=C(O)c1ccc(CSc2nnnn2C2CCCCC2)cc1	9	-2	-0.4	-1	-1	0	93	87	2
O=C(Cc1cccs1)NCCc1cn2ccccc2n1	9	3	-4.5	0	0	4	100	100	1
COc1cc(C(=O)N/C(=C\c2cn(C)c3ccccc23)C(=O)NCCN2CCOCC2)cc(OC)c1OC	2	2	0.4	5	-7	0	101	103	-2
Clc1ccc(-c2ccc(/C=N/Nc3cc(N4CCOCC4)nc(N4CCOCC4)n3)o2)cc1	-13	2	-1.5	6	-1	0	73	82	5
Cc1ccc(/C=C/C(=O)Nc2cc(=O)n(C)c(=O)n2C)o1	21	37	-15	33*	27	2	99	103	3
O=C(N1CCCCCC1)N1CCN(S(=O)(=O)N2CCOCC2)CC1	-4	-19	0.7	-8	5	4	/	94	-1
COc1ccc(CCNC(=O)c2ccc3c(c2)OCCO3)cc1	7	3	0.1	5	3	0	105	104	-2
COCCCNC(=O)COc1ccc(Br)cc1Cl	4	-5	-0.8	-8	3	0	96	99	5
CC1CCCc2sc3nc(NCc4ccco4)n4ncnc4c3c21 (stereo unspecified)	16	7	4.2	5	-2	0	95	97	4
O=C/C(=C\Nc1ccc(Cl)cn1)c1nc2ccccc2o1	8	2	-12	-2	-6	0	97	102	-7

The order is random. Share with any hit: about 2.2%.
